Assay outcomes (PubChem)
core dimer inh: inhibitors of HCV core protein dimerization, primary screen, biochemical, TR-FRET, high-throughput. TR-FRET GST/Flag-core106 dimerization, 1536-well. inhibition, % at 5 µM. 300,000 tested, 0.33% active;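 active = inhibition above the mean of all tested compounds plus 3 SD, set per screening campaign, cut at about 45% in these data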
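Assay system – GST-tagged and Flag-tagged HCV core protein residues 1-106 · Quantity – core106 proteins, GST 13.5 nM and Flag 17 nM · Benchmarks – unlabelled core106 and no-GST-core106 wells · Read-out basis – percent inhibition of core106 dimerization signal · Detection – time-resolved FRET, ex 340 nm, em 617 and 671 nm · Schedule – 4 h at 22.5 °C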
Efflux pump inh: inhibitors of Candida efflux pumps in yeast, primary screen, S. cerevisiae, Nile Red, multiplex; inhibition, % at 10 µM; S. cerevisiae Candida pump triplex; 330,000 tested, 0.44% active;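 active = plate passing quality check with inhibition over a set limit, or well fluorescence over plate mean plus 4 SD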;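 note: Nile Red retained in pooled yeast measured as flow cytometry median fluorescence; 0% = buffer negative control and 100% = Enniatin B positive control; higher means more Nile Red kept so more efflux inhibition; some compounds called inactive have numbers as strong as hits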
PP5 inh: PP5 phosphatase inhibitors, primary screen, biochemical, fluorescence; purified PP5c, OMFP substrate fluorescence; Serine/threonine-protein phosphatase 5 (Homo sapiens), P53041; 320,000 tested, 0.18% active; AID 1987, 2009; inhibition, % at 6.7 µM;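 active = inhibition above the campaign's mean inhibition across all tested compounds plus 3 SD, cut at about 9.5% in these data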;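 note: 0% = DMSO only and 100% = 100 µM cantharidin control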
Target sequence (P53041 whole entry, looked up): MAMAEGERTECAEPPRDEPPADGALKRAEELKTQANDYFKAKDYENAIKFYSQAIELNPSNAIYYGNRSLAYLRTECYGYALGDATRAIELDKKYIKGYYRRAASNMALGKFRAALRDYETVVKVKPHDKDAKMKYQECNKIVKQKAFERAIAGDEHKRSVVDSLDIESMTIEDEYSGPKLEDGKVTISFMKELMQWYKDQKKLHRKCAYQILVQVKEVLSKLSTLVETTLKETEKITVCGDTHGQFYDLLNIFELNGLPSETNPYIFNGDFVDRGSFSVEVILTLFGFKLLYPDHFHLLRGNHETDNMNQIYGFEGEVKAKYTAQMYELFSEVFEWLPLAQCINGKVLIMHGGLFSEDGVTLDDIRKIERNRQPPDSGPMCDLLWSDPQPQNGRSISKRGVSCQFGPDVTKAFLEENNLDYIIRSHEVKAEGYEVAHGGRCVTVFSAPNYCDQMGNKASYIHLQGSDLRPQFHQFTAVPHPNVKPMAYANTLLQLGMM
TPT1 inh: Candida albicans TPT1 enzyme inhibitors, primary screen, biochemical, fluorescence polarization | tRNA 2'-phosphotransferase TPT1 (Candida albicans SC5314) | recombinant caTPT1, FP RNA substrate dephosphorylation | inhibition, % at 5 µM | 300,000 tested, 0.81% active;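 active = inhibition above the mean of all tested compounds plus 3 SD, set per screening campaign, cut at about 24% in these data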;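 note: plate controls were DMSO alone for no effect and ferristatin control at 100 nM for full effect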
CTSL1 counter: Fasciola hepatica cathepsin L1 inhibitors, primary screen, counter-screen for PFM18AAP inhibitor project, biochemical, QFRET, fluorogenic peptide substrate; 300,000 tested, 0.49% active; inhibition, % at 5.96 µM; recombinant F. hepatica cathepsin L1, Z-Leu-Arg-MCA fluorescence;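 active = inhibition above the mean of all tested compounds plus 3 SD, set per screening campaign, cut at about 17% in these data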;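 note: 0% = plate median of test compound wells and 100% = 1 µM Z-Phe-Ala-diazomethylketone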
procasp3 activ: activators of human procaspase-3 D3A mutant, primary screen, biochemical, absorbance, PC-3 D3A mutant, single concentration; Caspase-3 (Homo sapiens), P42574; recombinant procaspase-3 D3A, Ac-DEVD-pNA absorbance 405 nm; activation, % at 8.5 µM; 330,000 tested, 0.11% active; AID 463141, 2010;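 active = activation above the mean of all tested compounds plus 3 SD, cut at about 21% in these data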;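 note: 0% = DMSO alone and 100% = DMSO wells spiked with extra 5 µM PC-3 D3A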
Target sequence (P42574 whole entry D9A/D28A/D175A): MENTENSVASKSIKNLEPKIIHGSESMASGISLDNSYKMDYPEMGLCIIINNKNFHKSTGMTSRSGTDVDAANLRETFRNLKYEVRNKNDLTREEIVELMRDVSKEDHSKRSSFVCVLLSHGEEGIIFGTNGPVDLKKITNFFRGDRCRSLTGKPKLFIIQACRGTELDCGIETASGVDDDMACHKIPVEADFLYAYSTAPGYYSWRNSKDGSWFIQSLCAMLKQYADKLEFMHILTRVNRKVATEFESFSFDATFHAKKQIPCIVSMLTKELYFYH
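Assay system – Procaspase-3 D3A mutant · Benchmarks – DMSO low control, extra-enzyme high control · Technique – 405 nm absorbance of p-nitroaniline, reads at 0 and 120 min · Doses – 8.5 µM nominal · Measure – % activation between DMSO and enzyme-spiked controls · Also added – Ac-DEVD-pNA chromogenic peptide substrate · Schedule – 1 h compound preincubation, 2 h substrate hydrolysis at 25 °C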
procasp7 counter: procaspase-7 activators, primary screen, counter-screen for procaspase-3 activator project, biochemical, absorbance, HTS, human | Caspase-7 (Homo sapiens), P55210 | recombinant procaspase-7, Ac-DEVD-pNA absorbance 405 nm; D23A/D198A/D206A triple mutant, cannot self-cleave; scale: DMSO 0, 5 µM enzyme 100 | activation, % at 8.5 µM | 330,000 tested, 0.093% active;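 active = percent activation above the screen-wide mean plus 3 SD, cut at about 25% in these data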
Target sequence (P55210 whole entry D23A/D198A/D206A): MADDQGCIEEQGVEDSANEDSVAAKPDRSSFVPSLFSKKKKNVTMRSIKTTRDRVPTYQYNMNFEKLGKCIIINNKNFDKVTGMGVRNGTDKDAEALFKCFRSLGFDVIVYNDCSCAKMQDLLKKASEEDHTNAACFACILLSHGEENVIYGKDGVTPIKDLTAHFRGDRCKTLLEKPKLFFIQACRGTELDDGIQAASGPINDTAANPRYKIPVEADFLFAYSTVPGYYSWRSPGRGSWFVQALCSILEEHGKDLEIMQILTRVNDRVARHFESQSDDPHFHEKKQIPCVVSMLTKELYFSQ
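System: Procaspase-7 triple mutant (PC-7 D3A); measure: % activation from two-timepoint absorbance difference, scaled to controls; times: 1 h compound preincubation, 2 h substrate cleavage, 25 °C; also added: Ac-DEVD-pNA substrate, 400 µM as added; measured by: Epi-absorbance of released pNA at 405 nm, two timepoints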
PP1 counter: PP1-alpha phosphatase inhibitors, primary screen, counter-screen for PP5 inhibitor project, biochemical, fluorescence, OMFP substrate, single point. Serine/threonine-protein phosphatase PP1-alpha catalytic subunit (Homo sapiens), P62136. purified PP1alpha. inhibition, % at 6.7 µM. 320,000 tested, 0.9% active. AID 2235, 2010;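 active = inhibition above the mean inhibition of all tested compounds plus 3 SD, computed separately for each screening campaign, cut at about 15% in these data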
GASC-1 inh: inhibitors of GASC-1 histone demethylase, primary screen, biochemical, fluorescence, DELFIA europium; Lysine-specific demethylase 4C (Homo sapiens), Q9H3R0; GST-JMJD2C(1-420) H3K9me3 demethylation; inhibition, % at 2.35 µM; 330,000 tested, 0.069% active; AID 2099, 2009;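 active = more than half of a compound's replicate wells show inhibition beyond 50%, single wells judged on their own value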;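 note: signal counts dimethyl H3K9 product captured on neutravidin plate; 0% = median of DMSO wells and 100% = 0.3 times that DMSO median; strong numbers were not always called active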
Numbers without * were called inactive; / = no result given; & = joins results of further samples.

SMILES	core dimer inh	Efflux pump inh	PP5 inh	TPT1 inh	CTSL1 counter	procasp3 activ	procasp7 counter	PP1 counter	GASC-1 inh
Cc1ccc2c(C)nc(N/C(N)=N/S(=O)(=O)c3ccccc3)nc2c1	-9	0.2	-1.2	-2	5	-6	12	-1	0
O=S(=O)(Nc1cccc(-c2cn3cccnc3n2)c1)c1ccc(Cl)cc1	2	-0.5	1.7	-1	6	-1	2	0	-2
COc1ccccc1CNS(=O)(=O)c1ccc2c(c1)oc(=O)n2C	-3	0.0	1.2	-2	-3	6	8	1	9
CS(=O)(=O)N1CCN(c2ccc([N+](=O)[O-])c3cccnc23)CC1	-5	-0.1	-0.6	-2	3	-2	-9	-2	-2
O=C(Nc1ccc(S(=O)(=O)N2CCOCC2)cc1)c1ccc([N+](=O)[O-])cc1Cl	-6	0.1	3.4	-3	-2	5	-2	2	28
OCC[C@H]1C[C@@H](O)[C@H](O)[C@@]2(CCc3ccccc3CO2)O1	3	-0.1	-0.8	-3	-4	1	9	-2	7
CC1(C)CC(=O)c2sc(NC(=O)C3CC3)nc2C1	4	0.1	1.1	-4	1	8	13	2	7
O=C(NCc1cccnc1)c1sc2ccccc2c1Cl	-5	-1.1	1.2	-1	1	0	1	-1	-15
N#CC(C#N)=Cc1ccc(NC(=O)c2ccc(Br)cc2)cc1	3	0.0	-0.3	0	3	2	-3	1	-3
Cc1ccc2cc3cc(C(=O)NCCN4CCOCC4)oc3nc2c1	-6	-0.1	2.3	-4	3	5	2	1	-1
Cc1ccc(/C(N)=N/OC(=O)CCC2CCCCC2)cc1	3	0.0	1.8	-4	-25	10	0	-3	46
CN(C(=O)c1ccc(NC(=O)Cc2ccc(NC(=O)C3CCN(C(=O)C4CCCCC4)CC3)cc2)cc1)C1CC1	/	0.4	2.4	/	/	4	-2	1	47
Cn1c(Cn2c(=O)sc3ccccc32)nnc1SCC(=O)Nc1ccccc1F	0	-0.1	2.2	-2	-2	-2	-7	-2	-5
Cc1ccc(Cn2c(O)c(N=O)c3ccccc32)cc1	-4	0.0	1.9	-6	4	-1	3	0	-22
Cc1cc(C)cc(C(=O)N2CC(C)OC(C)C2)c1 (configuration not stated)	-8	0.1	2.5	-3	-1	-2	-3	10	-3
Cc1onc(-c2c(Cl)cccc2Cl)c1C(=O)c1c[nH]c(C(=O)NCCCN2CCOCC2)c1	0	0.0	2.3	3	0	6	2	-3	2
CC(C)CN(C(=O)C1=NN(c2ccccc2)C(=O)CC1)c1c(N)n(Cc2ccccc2)c(=O)[nH]c1=O	/	-0.3	-0.4	/	/	12	-1	0	2
O=C(Nc1ccccc1)c1ccc(S(=O)(=O)N2CCCC2)cc1	-2	0.4	2.7	-1	-2	4	0	2	-41
CC(=O)C1=C(c2ccccc2)NC(=O)NC1c1ccc(O)c(O)c1 (configuration not stated)	-1	0.0	-1.9	-2	-3	-16	-8	-6	6
CC(=O)c1cccc(NC(=O)N2CCCC2C(=O)Nc2ccc3c(c2)OCCO3)c1 (configuration not stated)	-10	0.1	4.8	0	-2	-3	-4	-5	-34
CCn1ccnc1CNC(=O)CC1C(=O)NCCN1CC(c1ccccc1)c1ccccc1 (configuration not stated)	-3	0.3	3.5	-8	1	5	1	-1	8
COCCn1c(-c2ccc(Cl)cc2)cnc1SCC(=O)NCCc1ccc(OC)c(OC)c1	1	0.0	1.9	0	6	-7	9	-2	-3
CCOc1ccc(C(=O)OCC(=O)Nc2nc(OC)cc(OC)n2)cc1OCC	0	-0.1	-0.7	0	-4	-12	2	-2	-34
Nc1cccc(-c2nnc3n2CCCCC3)c1	1	0.0	0.2	0	0	0	-4	-1	-22
CCOc1cc(/C=C2/NC(=O)N(Cc3ccccc3F)C2=O)ccc1O	-17	0.0	3.9	-8	4	-12	-5	-1	12
COc1ccccc1CN1CC(C(=O)NCCN(C)CCc2ccccc2)CCC1=O (configuration not stated)	3	0.3	3.9	5	-2	4	1	-6	5
O=C(CCCn1c(=S)[nH]c2cc3c(cc2c1=O)OCO3)N1CCN(c2ccc(F)cc2)CC1	8	0.2	1.0	0	1	3	13	3	-31
Cc1ccc(S(=O)(=O)Nc2ccc(NC(=O)Nc3cccc(C(F)(F)F)c3)cc2)cc1	5	-0.1	11*	1	0	-6	12	4	2
CCCc1nnc(NC(=O)c2cn(CC)c3cc(N4CCN(C)CC4)c(F)cc3c2=O)s1	-1	0.2	0.5	1	1	-2	13	-6	-8
O=C(c1cccc(S(=O)(=O)N2CCOCC2)c1)N1CCCCCC1	-4	-0.1	4.3	-1	-3	8	0	-6	-5
Cc1cccc(S(=O)(=O)NCCC(=O)OCC(=O)Nc2ccc(C#N)cc2)c1	-11	-0.1	2.8	-1	-56	4	-11	4	21
CC(C)(C)OC(=O)N/N=C\c1ccc([N+](=O)[O-])s1	-7	0.2	0.9	-3	1	-4	7	-5	-1
N#CCc1ccc(C(=O)c2ccccc2)s1	11	0.2	2.9	0	2	-11	6	3	8
Cc1[nH]c(=O)c(C(=O)c2cc(Cl)ccc2O)cc1C(=O)O	-3	0.4	1.3	5	-3	6	11	-4	17
NC(=O)C1(N2CCCCC2)CCN(S(=O)(=O)c2cc(Cl)sc2Cl)CC1	-1	-0.1	0.6	-1	5	1	16	-2	-4
COc1ccc(NC(=O)c2oc3ccccc3c2NC(=O)c2ccco2)c(OC)c1	10	0.1	0.1	-1	4	1	10	-1	-2
CCOC(=O)C1=C(COC(=O)C2(C)CC2(Cl)Cl)NC(=O)NC1c1ccc(OC)cc1 (configuration not stated)	3	-0.1	2.0	-1	3	1	0	0	4
CCOC(=O)C(NC(=O)C1CCCN1C(=O)OCc1ccccc1)C(=O)OCC (configuration not stated)	2	0.2	3.6	-2	-5	-3	0	-3	-4
CC1=C(C(=O)OCC2CCCO2)C(c2ccc(C)o2)C2=C(CC(c3ccc(F)cc3)CC2=O)N1 (configuration not stated)	4	0.0	3.9	0	1	-13	-3	2	5
Cc1oc(S(=O)(=O)N2CCCC2)cc1C(=O)Nc1ccc(F)cc1	-2	-0.1	1.3	1	-2	1	-7	0	4
O=C(O)CCCC(=O)Nc1c(F)c(F)c(F)c(F)c1F	5	0.0	0.3	-5	3	2	-2	-6	4
COc1ccc2[nH]cc(CCNC(=O)Nc3ccccc3)c2c1	-9	0.0	2.8	0	2	4	-7	2	3
CN(C)C(=O)COc1ccc(C(=O)/C=C/c2cccnc2)cc1	-4	0.2	2.7	1	0	7	3	1	-6
Clc1ccc2c(N/N=C/c3ccc(Br)cc3)ccnc2c1	-9	0.5	4.7	2	-2	-14	-13	11	-79
COC(=O)Cc1cc(=O)n2[nH]c(C)cc2n1	2	0.0	-3.3	-4	1	12	2	-3	3
O=C(Nc1ccccc1Cl)Nc1cccc2cccnc12	-77	0.0	-0.1	1	2	3	-3	2	11
CCCC(=O)Nc1ccc(C(=O)NNC(=O)c2ccccc2Br)cc1	-1	0.0	2.0	1	-1	-4	6	-2	1
COc1ccc(Cl)cc1-c1n[nH]c(=S)n1C	2	-0.1	0.4	-5	-2	3	5	-3	-13
Cc1ccc(C(=O)NCC(=O)NCC(=O)OCC(=O)c2ccc(Br)cc2)cc1	-6	-7.3	0.3	-5	-2	1	6	-1	-4
Cc1cc(C)c(C)c(S(=O)(=O)Nc2ccc(C(=O)N3CCCC3)cc2)c1C	14	-0.1	6.2	0	0	1	-2	-2	-16
C=Cn1c(C(=O)O)cc(CC)c1-c1ccccc1	6	0.0	-0.4	2	1	-3	0	-1	2
COc1ccc(-c2csc(NC(=O)c3cccc(S(=O)(=O)N4CCN(C)CC4)c3)n2)cc1	-2	-0.2	0.5	-3	-1	-3	8	-1	-1
COc1ccc(OC)c(NC(=O)c2ccc(-c3csc(C)n3)cc2)c1	4	-0.2	4.1	-2	3	-1	8	-4	-3
COc1ccc(-n2nc(C(=O)NCC(=O)Nc3cc(OC)c(OC)c(OC)c3)c3ccccc3c2=O)cc1Cl	16	-0.1	2.7	1	3	1	12	-1	13
Cc1cc2[nH]c3ccccc3c2c(C)n1	-6	0.0	-1.1	1	1	-5	9	-2	3
O=CNc1ccccc1Oc1ccccc1	0	0.1	-3.9	-2	0	-2	-3	-3	-16
COc1ccc(OCCC(=O)OCC(=O)NCCC2=CCCCC2)cc1	4	0.3	-0.8	-1	-2	9	7	-5	14
CCOc1cc(N2CCOCC2)c(OCC)cc1NC(=O)Cc1cn2ccsc2n1	-2	0.4	0.3	-2	-3	-3	4	2	-4
COc1ccc(C)cc1NC(=O)c1nnn(Cc2cccc(F)c2)c1N	5	0.1	6.2	2	4	4	9	3	-25
CSc1ccc(CN(C)C(=O)CCNS(=O)(=O)c2ccc(C)c(C)c2)cc1	3	0.1	0.2	1	0	-9	1	-3	2
Following part:
SMILES	core dimer inh	Efflux pump inh	PP5 inh	TPT1 inh	CTSL1 counter	procasp3 activ	procasp7 counter	PP1 counter	GASC-1 inh
CC(C)Cc1ccc(CN2CCCC(NC(=O)CCCN3CCCC3=O)C2)cc1 (configuration not stated)	-13	0.0	1.2	0	0	4	-5	-1	-23
Cn1c(=NC(=O)CSCC(=O)N2CCCCC2)sc2ccccc21	2	-0.1	-1.0	4	-6	-8	-7	-4	-3
CC1=C(C(=O)OC(C)C)C(c2ccc(C)o2)C(C(=O)OC(C)C)=C(C)N1	-2	0.2	1.3	2	1	2	5	-1	-2
Cc1ccc(C)c2[nH]c(=O)c(C(c3nnnn3Cc3ccco3)N3CCc4ccccc4C3)cc12 (configuration not stated)	23	-0.1	-0.2	18	1	-14	-15	6	17&-71
COc1ccc(-n2cnnc2SCC(=O)Nc2ccc(C(N)=O)cc2)cc1	7	0.2	-0.5	1	0	1	3	-1	15
